# Screens (PubChem)
# NadD block – NadD (S. aureus) enzyme inhibition. purified NadD enzyme, colorimetric absorbance read-out. hit rate 0.78% among 360,000. inhibition, % at 20 µM; in the data active means inhibition above about 26%; further: some compounds past the cut are filed as inactive
# Scp-1 inhibitor – blocks human Scp-1 phosphatase activity. Q9GZU7. Recombinant Scp1, phosphopeptide, malachite green phosphate absorbance. inhibition, % at 20 µM. hit rate 0.88% among 340,000;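 active means inhibition above about 50% at 20 µM, limit read from the data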;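 further: plate controls were DMSO wells with enzyme for no effect and wells lacking enzyme for full effect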
#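 System: SCP-1 catalytic domain; Reagent: Phospho 17-mer peptide substrate; Doses: one concentration, 20 µM, with 1.0% DMSO; Incubation: 45 min room-temperature reaction, 5 min colour, 30 min stabiliser; Signal: Phosphate-binding colour reagent, absorbance read at 630 nm.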
# LMPTP inh – LMPTP (human) inhibition; P24666; recombinant LMPTP-A, OMFP fluorogenic substrate, fluorescence intensity; inhibition, % at 20 µM; hit rate 0.22% among 360,000;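 active means compounds that cut the enzyme signal by at least half of the control window in the single-dose screen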;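 further: plate controls were DMSO wells with enzyme plus substrate for no effect and substrate without enzyme for full effect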
#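 Assay system: LMPTP-A enzyme. Input: 0.625 nM LMPTP-A final. Probe or stimulus: 400 µM OMFP. Compound dosing: single 20 µM dose. Schedule: 50 min dark incubation at room temperature. Detection: fluorescence intensity of OMFP turnover product. Read-out: percent inhibition versus substrate-only and uninhibited controls. Benchmarks: no-enzyme low control, uninhibited high control.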
# STEP block – STEP (human) phosphatase inhibition. recombinant STEP, OMFP fluorogenic substrate, fluorescence. P54829. hit rate 0.25% among 360,000. inhibition, % at 20 µM;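 active means inhibition at 20 µM, scaled per plate between control wells, above about 37%, limit read from the data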;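 further: 0% = DMSO with enzyme and substrate and 100% = substrate only without enzyme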
#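 Material: STEP (striatal-enriched tyrosine phosphatase) enzyme, cell-free; Compound dosing: 20 µM single dose in 1% DMSO; Technique: fluorescence read at 480 nm ex / 540 nm em; Times: reaction 20 min, ambient temperature; Medium: 50 mM Bis-Tris pH 6.0 with 2.5 mM DTT and 0.005% Tween 20; Also added: OMFP at 25 µM.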
# PABP1 MLLE inh – inhibitors of microRNA-mediated deadenylation, human PABP1 MLLE binding | P11940 | GST-MLLE / FITC-PAM2 fluorescence polarization | inhibition, % at 20 µM | hit rate 0.36% among 360,000 | AID 588489; in the data active means inhibition above about 35%, passing the limit was not always enough;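 further: plate controls were DMSO wells with GST-MLLE for no effect and wells lacking GST-MLLE protein for full effect; some results filed as inactive read as strong as hits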
# Target sequence (P11940 whole entry, looked up): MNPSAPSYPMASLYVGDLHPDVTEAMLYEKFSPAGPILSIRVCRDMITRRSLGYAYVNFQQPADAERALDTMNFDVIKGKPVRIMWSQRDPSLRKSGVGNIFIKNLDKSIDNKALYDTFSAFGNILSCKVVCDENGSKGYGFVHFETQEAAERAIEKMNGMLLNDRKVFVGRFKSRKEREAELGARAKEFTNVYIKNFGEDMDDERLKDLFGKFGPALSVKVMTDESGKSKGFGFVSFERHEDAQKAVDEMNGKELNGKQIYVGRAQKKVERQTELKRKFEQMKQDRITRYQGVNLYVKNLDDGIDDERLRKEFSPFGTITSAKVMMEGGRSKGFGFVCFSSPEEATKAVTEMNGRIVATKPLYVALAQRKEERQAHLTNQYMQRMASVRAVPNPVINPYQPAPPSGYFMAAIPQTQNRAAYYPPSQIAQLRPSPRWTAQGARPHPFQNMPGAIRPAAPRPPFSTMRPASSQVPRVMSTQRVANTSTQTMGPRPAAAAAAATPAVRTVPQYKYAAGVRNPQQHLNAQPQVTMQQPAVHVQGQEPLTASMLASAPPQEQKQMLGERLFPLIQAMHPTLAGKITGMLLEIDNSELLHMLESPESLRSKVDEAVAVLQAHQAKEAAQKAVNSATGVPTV
# Rpn11 block – inhibitors of human proteasome Rpn11. calls only at 20 µM. hit rate 0.59% among 360,000. O00487. human 26S proteasome, Ub4-pepOG fluorescence polarization; 20S core pre-blocked with epoxomicin. AID 588493;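 active means inhibition at 20 µM, scaled to each plate's controls, above about 33%, limit read from the data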
# CSN inh – inhibitors of human CSN-mediated cullin deneddylation; Q92905; Purified CSN, SCF-Nedd8-OG deneddylation, fluorescence polarization; inhibition, % at 12.5 µM; hit rate 0.38% among 360,000;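 active means pattern-corrected inhibition above about 35%, with an unprinted fluorescence ratio check between 0.5 and 1.5, limit read from the data, passing the limit was not always enough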;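 further: 0% = enzyme with substrate and 100% = substrate without enzyme; some results filed as inactive read as strong as hits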
# Target sequence (Q92905 whole entry, looked up, one chain of several): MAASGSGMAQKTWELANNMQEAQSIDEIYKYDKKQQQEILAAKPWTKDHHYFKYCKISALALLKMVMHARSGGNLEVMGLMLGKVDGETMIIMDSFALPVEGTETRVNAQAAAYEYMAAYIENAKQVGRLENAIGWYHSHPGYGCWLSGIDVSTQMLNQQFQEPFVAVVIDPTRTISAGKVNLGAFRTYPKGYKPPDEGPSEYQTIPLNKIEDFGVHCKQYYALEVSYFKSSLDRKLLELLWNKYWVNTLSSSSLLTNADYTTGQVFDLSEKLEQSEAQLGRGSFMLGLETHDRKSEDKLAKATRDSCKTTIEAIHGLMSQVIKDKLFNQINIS
#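 Assay system: purified human Csn5 enzyme expressed in HEK293T cells; Input: 0.24 nM Csn5 enzyme, final concentration; Reagent: 10 nM SCFSkp2-Nedd8OG; Compound dosing: 12.5 µM single point; Times: reaction 90 min, room temperature; Technique: fluorescence polarization readout.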
# Tb MetRS inh – blocks T. brucei methionyl-tRNA synthetase activity; inhibition, % at 11.9 µM; hit rate 0.4% among 360,000; purified T. brucei MetRS, ATP depletion, Kinase-Glo luminescence;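 active means inhibition above a per-plate cutoff of the control wells' mean inhibition plus 3 SD, cut at about 5.5% in these data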;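 further: 0% = DMSO wells median and 100% = median of wells with control inhibitor compound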
#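 assay system = parasite MetRS enzyme | timing = 15 min preincubation, 2 h reaction, all 25 °C | evaluation = percent inhibition relative to median high and low control wells | medium = HEPES buffer containing pyrophosphatase, BSA, spermine, DTT | compound = single dose, 11.9 µM final nominal, 0.9% final DMSO | detection = Kinase-Glo luminescence, ATP depletion format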
# SUMO1-SIM PPI – SUMO1-SIM interaction modulation. P63165. SUMO1 binding to a labelled peptide, TR-FRET, 1 h. inhibition, % at 20 µM. hit rate 0.33% among 360,000. AID 602429; in the data active means inhibition above about 37%
# Target sequence (P63165 whole entry, looked up): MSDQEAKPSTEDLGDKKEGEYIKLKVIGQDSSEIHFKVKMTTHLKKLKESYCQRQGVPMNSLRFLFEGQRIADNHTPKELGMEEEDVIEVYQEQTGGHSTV
# DNMT1 inh – blocks human DNA methyltransferase DNMT1 | inhibition (reported as % activation of signal), % at 10 µM | DNMT1 molecular beacon, Hinp1I cleavage, fluorescence | hit rate 0.83% among 360,000; in the data active means inhibition above about 50%
# Active calls of the source: *; i = inactive; . = no result given.
SMILES,NadD block,Scp-1 inhibitor,LMPTP inh,STEP block,PABP1 MLLE inh,Rpn11 block,CSN inh,Tb MetRS inh,SUMO1-SIM PPI,DNMT1 inh
CC(C)CC1C(=O)N(Cc2cn(CC3CCCCC3)nn2)CCS(=O)(=O)N1Cc1ccc(-c2ccncc2)cc1 (stereo not drawn),1.6,.,-0.4,-1.3,-0.1,i,-1.7,-1.4,-1.9,0.5
COc1ccc(-c2ccc(Nc3ccc(S(=O)(=O)N4CCCC4)cc3)nn2)cc1OC,7.1,12.4,3.7,2.9,-4.8,i,0.8,0.6,2.6,-18.3
CCc1ccc(NC(=O)CCS(=O)(=O)c2cccc3nsnc23)cc1,5.8,0.5,0.4,0.6,0.7,i,-2.8,-0.5,-29.3,-0.8
CC(NC(=S)NCc1ccccc1)C12CC3CC(CC(C3)C1)C2 (stereo not drawn),9.0,-7.3,0.7,1.1,-32.7,i,-16.7,-1.0,-1.4,2.5
Cc1ccc(NS(=O)(=O)c2ccc(N/N=C/c3ccccc3OCC(=O)O)c([N+](=O)[O-])c2)c(C)c1,37.4*,-7.4,6.5,5.3,9.6,i,-0.6,0.1,19.5,-10.7
COc1cccc2c(N/N=C/c3ccccc3)cc(C)nc12,-0.3,-1.9,0.6,2.7,-5.2,i,0.0,-0.7,1.5,-1.4
CCOC(=O)C1CCCN(C(=O)c2cccc(S(=O)(=O)N(Cc3ccccc3)c3ccccc3OC)c2)C1 (stereo not drawn),-0.5,-4.2,3.2,-1.2,4.1,i,-4.4,-0.3,7.7,-5.7
COc1ccc(C2c3ccc(O)cc3Oc3ncn4nc(-c5ccco5)nc4c32)cc1OC (stereo not drawn),-1.6,-9.0,1.4,4.9,0.9,i,0.2,-0.1,2.2,-5.9
COc1cc2c(=O)[nH]c3cc([N+](=O)[O-])ccc3c2cc1[N+](=O)[O-],14.9,.,37.5,2.8,-26.3,i,7.4,-0.1,99.1*,75.7*
COc1ccc(CCNC(=O)COc2ccc(S(=O)(=O)NC3CCCCC3)cc2Cl)cc1OC,-5.0,-4.6,-1.7,-7.4,-12.4,i,-3.0,-0.6,-0.2,-6.4
COc1ccccc1C1C(C#N)=C(N)N(c2cccnc2)C2=C1C(=O)CC(C)(C)C2 (stereo not drawn),2.7,-7.8,-0.8,0.8,0.1,i,-2.6,-0.4,-9.1,-3.8
O=C(NCCN1CCOCC1)Nc1ccc(F)cc1,-4.3,0.9,-0.7,-0.9,3.7,i,4.6,-1.1,9.7,1.1
CCOCCCNS(=O)(=O)c1cc(Br)cc2c1N(C(=O)C1CC1)CC2,-1.2,-10.8,-0.6,3.1,8.9,i,-3.6,0.2,0.1,0.8
CCCCCC(=O)Nc1cccc(C2=NOC3(C2)C[C@H](C(N)=O)N(C(=O)CCCCC)C3)c1 (stereo partly drawn),2.4,-0.5,0.9,0.2,-3.8,i,-2.5,0.3,5.8,2.2
COc1ccc(CCNC(=O)c2cc(=O)[nH]c3ccccc23)cc1,-1.5,-5.5,-1.4,1.1,-4.5,i,-6.0,0.1,3.1,3.1
COc1ccc(N2C(=O)C3CCCN3C2c2cccc(C)c2)cc1 (stereo not drawn),0.2,-9.7,-1.1,-0.9,-16.4,i,2.0,0.1,9.7,0.1
Cc1cc2nc3c(=O)n(Cc4ccccc4)c(=O)[nH]c3nc2cc1N,6.2,0.4,1.8,-54.3,i,i,-77.9,0.1,-34.1,43.4
Cn1c(CNC(=O)c2ccc(Cl)cc2)nnc1SCC(=O)N1CCOCC1,-8.9,1.0,-0.5,-4.0,-5.3,i,-1.9,0.0,5.6,1.2
CCc1nn(-c2ccccc2)c2c1-c1cc(OC)c(OC)cc1C1(N2)C(=O)Nc2ccccc21 (stereo not drawn),24.0,0.6,2.1,2.7,11.5,i,2.9,-0.4,-2.7,-21.9
COC(=O)c1ccc(/C=N\NC(=O)c2ccc(C)cc2Cl)cc1,-0.9,-6.6,0.1,1.7,-8.1,i,-1.6,-0.1,-11.8,0.6
CCOC(=O)C(NS(=O)(=O)c1ccc(C)cc1)(C(F)(F)F)P(=O)(OCC(C)C)OCC(C)C (stereo not drawn),3.5,-10.3,-0.8,-0.4,-1.9,i,0.0,-1.2,8.4,-1.0
CCCNC(=O)C1(O)c2cc(Br)ccc2NC(=O)N1c1ccc(Cl)cc1 (stereo not drawn),-1.5,-10.0,-0.3,0.4,-8.9,i,-1.7,1.4,0.1,-1.6
Oc1ccc(CNCC2COc3ccccc3O2)cc1 (stereo not drawn),-18.7,-7.4,-2.6,-6.0,-5.8,i,0.4,-0.6,-2.3,-5.0
CCCn1c(Nc2ccccc2)nc2ccccc21,2.9,0.2,14.3,0.3,0.5,i,-1.6,0.0,-2.9,-3.6
COCCCNC(=O)CC(C)c1ccccc1 (stereo not drawn),-6.0,0.7,-1.6,3.6,-0.1,i,-0.6,-0.6,2.8,1.2

# One compound at a time, from the list above. Order of screens: NadD block, Scp-1 inhibitor, LMPTP inh, STEP block, PABP1 MLLE inh, Rpn11 block, CSN inh, Tb MetRS inh, SUMO1-SIM PPI, DNMT1 inh
# CCCn1c(Nc2ccccc2)nc2ccccc21 reads 2.9, 0.2, 14.3, 0.3, 0.5, i, -1.6, 0.0, -2.9, -3.6
# COc1cccc2c(N/N=C/c3ccccc3)cc(C)nc12 reads -0.3, -1.9, 0.6, 2.7, -5.2, i, 0.0, -0.7, 1.5, -1.4
# Cc1cc2nc3c(=O)n(Cc4ccccc4)c(=O)[nH]c3nc2cc1N reads 6.2, 0.4, 1.8, -54.3, i, i, -77.9, 0.1, -34.1, 43.4

# The list continues:
SMILES,NadD block,Scp-1 inhibitor,LMPTP inh,STEP block,PABP1 MLLE inh,Rpn11 block,CSN inh,Tb MetRS inh,SUMO1-SIM PPI,DNMT1 inh
Cc1ccc2nc(-c3ccc(C#N)cc3)c(Cc3cccc(Cl)c3)n2c1,3.9,.,4.0,0.2,0.3,i,8.4,-0.2,4.3,-7.1
O=C(NCC(=O)N1CCCC(C(F)(F)F)C1)c1ccc2ccccc2c1 (stereo not drawn),-2.0,-2.8,-0.5,4.2,5.2,i,-1.5,-0.3,-4.9,-1.4
CN1CCc2nc(SCC(=O)Nc3cccc(F)c3)c(C#N)c(-c3cccs3)c2C1,23.7,-4.0,4.1,2.1,67.9,i,-3.0,-0.3,6.7,-8.8
O=C1N=C(N2CCCC2)S/C1=C\c1cccc(Br)c1,3.3,4.1,1.4,-1.6,-5.5,i,1.9,0.3,-20.4,3.9
O=C(Cc1ccccc1)NCCSC1CCCCC1,-6.5,-4.7,-0.9,-1.9,-1.4,i,4.3,0.6,3.3,2.3
CCN(c1cccc(C)c1)S(=O)(=O)c1csc(C(N)=O)c1,-1.6,-12.1,-2.5,-1.3,6.3,i,0.3,-0.1,-0.3,-2.5
COc1ccc(NC(=O)C2CC(=O)N(CCc3ccc(Cl)cc3)C2)cc1 (stereo not drawn),-0.4,-4.8,0.4,1.6,6.1,i,1.9,3.5,35.9,3.2
O=C(Nc1ccc(Oc2cccnc2)cc1)c1ccccc1Cl,-5.5,-15.2,-3.5,-2.0,6.0,i,2.0,-0.8,-2.7,-7.0
COc1ccccc1NS(=O)(=O)c1ccc(O)cc1,0.3,-9.7,-0.9,-3.0,6.6,i,3.6,0.4,-1.2,7.6
Cc1ccc(-c2nn3nnnc3c3ccccc23)cc1,-6.1,-12.2,-2.2,3.0,-5.6,i,-4.1,-0.3,-3.1,-1.1
CN(C)c1nc(OCCNC(=O)COc2ccc(Cl)cc2Cl)nc(N(C)C)n1,5.7,-3.7,-1.2,0.0,21.2,i,-1.4,-0.5,-1.2,-4.7
CCCCCCSc1nnc(-c2cnn(-c3ccccc3)c2-n2cccc2)n1C,5.3,5.5,4.0,1.7,-24.4,i,1.6,-0.3,0.9,6.3
COc1ccc(CNC(=O)N2CCN(C(=O)c3ccccc3)CC2)cc1,3.0,-6.9,-8.6,-2.5,-4.1,i,1.2,-0.6,-8.5,0.8
CN(CCc1ccccn1)C(=O)Nc1cccc(Cl)c1,-4.1,37.7,0.6,-1.3,0.8,i,-8.4,0.1,4.7,-1.1
COCCNC(=O)CN1CCN(S(=O)(=O)c2ccc3c(c2)CCCC3)CC1,5.3,-0.2,-8.6,-4.0,9.8,i,-1.6,0.0,-19.5,1.9
Cc1cc(C)cc(NC(=O)COC(=O)CCCNC(=O)c2ccc(Cl)cc2)c1,-3.3,-4.1,0.5,-0.1,-4.8,i,-11.3,0.3,-4.3,-0.7
Cc1ccc(C2=NC3(CCCCC3)NC2=S)cc1,0.2,-1.9,-1.0,2.4,-22.6,i,1.8,-0.6,3.1,4.7
CN1OC(COC(=O)c2ccccc2)CC1c1ccccc1 (stereo not drawn),-3.3,-12.9,0.2,0.1,-6.3,i,-0.9,-0.3,-1.3,1.6
Cc1cccc(CN2C(=O)CCSc3ccc(Cl)cc32)c1,-0.7,-14.5,1.8,-0.7,6.5,i,1.9,-0.8,3.8,1.7
COc1ccc(/C(O)=C/C(=O)C(=O)NNC(=O)C(O)(c2ccccc2)c2ccccc2)cc1,10.6,-18.7,1.3,3.1,-3.3,i,1.2,-0.2,-4.4,-0.6
CCOC(=O)c1cc(C)sc1N1C(=O)C2C3C=CC(C3)C2C1=O (stereo not drawn),5.2,16.7,-0.5,1.6,8.0,i,0.9,-0.8,-0.4,-2.2
O=C(CCc1ccccc1)NNC(=O)c1ccc(NC(=O)c2ccccc2)cc1,4.9,57.3*,60.7*,41.7*,-1.1,i,12.7,-0.6,0.1,28.9
Cc1cc(N2CCCCC2C)nc(-c2ccccc2O)n1 (stereo not drawn),-1.0,-0.7,7.5,4.6,-16.8,i,2.2,-0.9,1.7,5.2
CCN(CCCNC(=O)c1c(C)cc(=O)oc1C)c1ccccc1,-4.0,-3.8,-1.0,3.2,0.7,i,-7.5,0.7,0.3,1.6

# Given with each value named: part of the list above
COc1ccc(CCNC(=O)COc2ccc(S(=O)(=O)NC3CCCCC3)cc2Cl)cc1OC
  NadD block = -5.0	Scp-1 inhibitor = -4.6	LMPTP inh = -1.7	STEP block = -7.4	PABP1 MLLE inh = -12.4	Rpn11 block = i	CSN inh = -3.0	Tb MetRS inh = -0.6	SUMO1-SIM PPI = -0.2	DNMT1 inh = -6.4

COc1ccccc1C1C(C#N)=C(N)N(c2cccnc2)C2=C1C(=O)CC(C)(C)C2 (stereo not drawn)
  NadD block = 2.7	Scp-1 inhibitor = -7.8	LMPTP inh = -0.8	STEP block = 0.8	PABP1 MLLE inh = 0.1	Rpn11 block = i	CSN inh = -2.6	Tb MetRS inh = -0.4	SUMO1-SIM PPI = -9.1	DNMT1 inh = -3.8
